High-throughput results as filed in PubChem.
FBPA coupling cs = counter-screen for Giardia aldolase inhibitors: coupling enzyme system | coupling enzyme system counterscreen, AmpLite Red fluorescence | 290,000 tested, 0.67% active | activity change, negative = inhibition, % at 58.2 µM, hits read low; in the data active = activity change below about -30%; note: % is set by controls: 0 for no effect and ±100 for the full control effect
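Compounds tested against the coupling enzymes alone at 57.5 uM final; readout was AmpLite Red fluorescence (525/598 nm) after 20 min at RT.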
RORg inh = blocks mouse ROR gamma transcriptional activity; 310,000 tested, 5.4% active; Potency, µM (top dose mostly 53.6 µM), for inactives: top-dose activity change, negative = inhibition, actives largely listed as inhibitors; Drosophila S2 Gal4-RORgamma UAS-luciferase reporter, 20 h; P51450; note: potency is the fitted concentration of half-maximal effect; % is set by controls: 0 for no effect and ±100 for the full control effect; nearly all actives have a fitted effect of over 60% in size
Target sequence (P51450 whole entry, looked up, the tested form may be a part): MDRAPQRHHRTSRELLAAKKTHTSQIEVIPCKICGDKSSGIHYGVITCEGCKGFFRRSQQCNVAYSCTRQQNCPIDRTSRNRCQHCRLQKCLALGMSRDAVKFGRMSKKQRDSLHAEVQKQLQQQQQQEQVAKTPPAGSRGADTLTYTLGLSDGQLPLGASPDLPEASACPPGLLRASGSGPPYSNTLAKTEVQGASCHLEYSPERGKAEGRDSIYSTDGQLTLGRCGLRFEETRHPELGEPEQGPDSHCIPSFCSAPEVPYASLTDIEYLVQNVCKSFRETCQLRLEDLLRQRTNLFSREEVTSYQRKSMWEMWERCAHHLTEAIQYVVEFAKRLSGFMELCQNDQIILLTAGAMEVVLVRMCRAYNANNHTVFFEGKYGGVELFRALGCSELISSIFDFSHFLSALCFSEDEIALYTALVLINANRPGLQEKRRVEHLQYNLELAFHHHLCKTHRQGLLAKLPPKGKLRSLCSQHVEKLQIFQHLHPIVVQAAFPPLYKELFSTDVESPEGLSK
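Luminescence from a UAS-regulated Photinus luciferase reporter in stably transfected Drosophila Schneider cells is measured; decreased signal marks ROR gamma inhibition. Fusion expression is induced by 700 uM copper sulfate for 20 hr.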
Tb PFK block = blocks T. brucei phosphofructokinase; O15648; T. brucei PFK, ADP-Glo luminescence; Potency, µM (series often up to 57.5 µM), without a hit: at the top dose activity, negative = inhibition, actives largely listed as inhibitors; 330,000 tested, 0.17% active; AID 485367;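 note: potency is the fitted concentration of half-maximal effect; 0% = uninhibited 1x PFK enzyme wells and -100% = no-enzyme wells; nearly all actives have a fitted effect of over 60% in size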
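ADP-Glo luminescence quantified ADP after 45 min at room temperature, with 1.25 nM T. brucei PFK, 0.1 mM ATP and 0.5 mM fructose-6-phosphate in pH 8.0 TEA buffer. qHTS titrations up to 57 µM; curves classified by quality.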
FLuc modulator = counter-screen for miR-21 project: firefly luciferase inhibitors or activators. P08659. purified FLuc, Km substrates, luminescence inhibition. Potency, µM (top dose mostly 57.5 µM), for the others: at the highest dose activity change, negative = inhibition, usual class: inhibitors. 360,000 tested, 6.9% active;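 note: potency is the fitted concentration of half-maximal effect; plate controls were vehicle for no effect and reference inhibitor for full effect; nearly all actives have a fitted effect of over 55% in size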
Target sequence (P08659 whole entry, looked up): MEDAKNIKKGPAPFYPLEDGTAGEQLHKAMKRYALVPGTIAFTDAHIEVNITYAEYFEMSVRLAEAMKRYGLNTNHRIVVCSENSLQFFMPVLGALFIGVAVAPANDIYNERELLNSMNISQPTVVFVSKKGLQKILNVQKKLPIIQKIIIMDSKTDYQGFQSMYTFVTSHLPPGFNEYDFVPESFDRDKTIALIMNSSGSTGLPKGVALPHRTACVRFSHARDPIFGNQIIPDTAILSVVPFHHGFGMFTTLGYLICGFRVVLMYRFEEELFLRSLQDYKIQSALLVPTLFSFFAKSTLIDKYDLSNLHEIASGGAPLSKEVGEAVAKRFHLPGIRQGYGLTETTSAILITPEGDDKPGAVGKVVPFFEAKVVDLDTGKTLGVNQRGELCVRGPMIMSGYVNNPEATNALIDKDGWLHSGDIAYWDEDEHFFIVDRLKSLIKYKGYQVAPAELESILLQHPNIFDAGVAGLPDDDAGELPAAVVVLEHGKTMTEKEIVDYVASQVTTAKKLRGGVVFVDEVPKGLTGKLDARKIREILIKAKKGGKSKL
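Purified P. pyralis luciferase, 10 nM final, with Km-level 10 uM D-luciferin and 10 uM ATP in 50 mM Tris acetate pH 7.5, 10 mM Mg acetate, 0.01% Tween-20, 0.05% BSA; 6-point qHTS titration about 60 µM downward; luminescence read.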
KCNH2 3.1 block = inhibitors of human KCNH2 3.1 potassium channel isoform | U2OS KCNH2 3.1, thallium flux FluxOr; hits give low values | activity change, % (tested at about 1.8 µM) | 340,000 tested, 0.95% active;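 active = maximum activity change below -70%; inconclusive = maximum activity change from -70% to -50%; inactive = maximum activity change above -50%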;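 note: thallium influx rate constant from kinetic fluorescence after stimulation buffer; % is set by controls: 0 for no effect and ±100 for the full control effect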
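Channel expression came from 3.1 mutant virus (1.77 x 10^8 /mL) applied to suspended U2OS cells for 4 h. Flux was tracked with FluxOr dye plus Red40 quencher, and kinetic rate constants normalized to controls.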
Gal4-VP16 FLuc = inhibits Gal4-VP16 luciferase reporter, ROR gamma counter-screen; Drosophila S2 Gal4-VP16 UAS-luciferase, luminescence, 20 h; Potency, µM (doses to about 53.6 µM), without a hit: at the top dose activity, negative = inhibition, most hits filed as inhibitors; 310,000 tested, 3.5% active; AID 2546;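 note: Gal4-VP16 expression switched on by copper sulfate through the metallothionein promoter; potency is the fitted concentration of half-maximal effect; % is set by controls: 0 for no effect and ±100 for the full control effect; nearly all actives have a fitted effect of over 50% in size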
Rab9 promoter act = activates the Rab9 promoter | Huh7 Rab9 promoter-luciferase reporter, luminescence, 24 h | Potency, µM (top dose mostly 9.22 µM), inactives show at the top dose activation, negative = inhibition, hits mostly activators | 320,000 tested, 2.8% active | AID 485297; note: potency is the fitted concentration of half-maximal effect; % of control where 0% means no effect; nearly all actives have a fitted effect of over 60% in size
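Measured in stably transfected Huh7 cells bearing a Rab9 promoter–luciferase construct: 24 h compound treatment at 37 °C, followed by luminescence detection.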
uPA surface inh = cell surface uPA generation inhibition | cell surface uPA generation assay, qHTS | Potency, µM (titrated, usually from 38.3 µM), for the others: top-dose activity change, negative = inhibition, usual class: inhibitors | 330,000 tested, 0.31% active | AID 540303; active = well fitted inhibition curve with a large enough effect; inconclusive = small, poorly fitted or top-dose-only effect; inactive = no such curve, though single readings can be large or run the other way; tested in mouse RAW 264.7 cells; note: potency is the fitted concentration of half-maximal effect; % is set by controls: 0 for no effect and ±100 for the full control effect; nearly all actives have a fitted effect of over 55% in size
NPC1 prom act = activates the NPC1 promoter; Huh7 NPC1 promoter luciferase reporter, 24 h; Potency, µM (series often up to 9.22 µM), without a hit: at the top dose activation, hits mostly activators; 320,000 tested, 2.4% active; AID 485313;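 note: potency is the fitted concentration of half-maximal effect; % of control where 0% means no effect; nearly all actives have a fitted effect of over 60% in size; reporter is driven by a mutant NPC1 promoter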
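Stably transfected Huh7 (NPC1 promoter→luciferase), 1500 cells/well in Opti-MEM + 10% FBS, 2 h settle, then compound 24 h at 37 °C. Luminescence after 10 min with Amplite reagent.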
Giardia killer = kills Giardia lamblia | activity change, % at 7.66 µM, hits read low | Giardia lamblia trophozoite viability | 340,000 tested, 0.15% active; in the data active = activity change below about -80%; inconclusive = between about -30% and that limit;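 note: parasites exposed to compound for two days anaerobically before the ATP read; % is set by controls: 0 for no effect and ±100 for the full control effect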
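Viability, read as ATP luminescence: trophozoites at 100 cells/well, compound added, 48 hrs anaerobic at 37 deg C, then 15-30 min room-temperature development before reading.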
ELG1 genotox = induces genotoxicity in HEK293T cells with luciferase-tagged ELG1; HEK293T ELG1-luciferase reporter, luminescence, 16 h; Potency, µM (top dose mostly 46 µM), without a hit: at the top dose activity change, positive = activation, most hits filed as activators; 330,000 tested, 1.3% active; note: potency is the fitted concentration of half-maximal effect; % of control where 0% means no effect; nearly all actives have a fitted effect of over 60% in size
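Quantitative HTS format in 1536-well plates. HEK293T ELG1-luciferase reporter cells receive test compound and are incubated 16 hr at 37 °C, 5% CO2; ONE-Glo added, 30 min room temperature, then luminescence read.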
The depositor's hits bear a star; ? = inconclusive; . = no result given; & = joins results of further samples; [ ] = dose if it differs, or a comment. Unless noted, calls come from the whole dose curve; as a rule, active = well fitted curve in the direction sought with a large enough effect; inconclusive = small, poorly fitted or top-dose-only effect, or another doubt; inactive = no such curve, though single readings can be large; an effect the other way counts as inactive or inconclusive.

SMILES | FBPA coupling cs | RORg inh | Tb PFK block | FLuc modulator | KCNH2 3.1 block | Gal4-VP16 FLuc | Rab9 promoter act | uPA surface inh | NPC1 prom act | Giardia killer | ELG1 genotox
O=C(N/C(=C\c1cccc([N+](=O)[O-])c1)C(=O)N1CCCCC1)c1cccs1 | -1 | -6% | -1% | -1% | 0 | 2% | 0% | . | -2% | -29 | 0%
CCCCCCCCOc1ccc(C2CC(=O)NC2=O)cc1 (stereo not given) | -2 | 21% | -5% | -4% | -7 | 27% | -1% | -1% | 0% | 2 | -1%
COCCNC(=O)[C@@H]1CSC2c3ccccc3C(=O)N21 (stereo not given in full) | 4 | -3% | 2% | 0% | -1 | 8% | 0% | 1% | -2% | -1 | -2%
O=C(Cn1ncn2nc(-c3ccccc3)cc2c1=O)NCc1ccccn1 | . | 30% | -3% | 11µM* | 9 | 2% | 11% | 1% | 1% | -19 | 2%
COc1ccc(/C=C2\SC(=S)N(CC(=O)Nc3nnc(C)s3)C2=O)cc1 | -2 | -3% | -1% | -19% | 1 | -13% | -2% | 14% | -1% | -19 | -3%
Cc1n[nH]c(=S)n1-c1ccccc1 | 3 | ? | -10% | 2% | -11 | -20% | -13% | 6% | 0% | -5 | 2%
CCOC(=O)C1(Cc2cccc(Cl)c2)CCCN(C(=O)CN2C(=O)CSC2=O)C1 (stereo not given) | -2 | 1% | 0% | ? | -2 | ? | 4% | 8% | 5% | -28 | -1%
COc1cccc(/C=C2\Oc3ccc(O)cc3C2=O)c1O | -1 | ? | 0% | 3.4µM* | -12 | ? | ? | -7% | ? | ? | ?
CCOC(=O)C1C2C=CC3(CN(c4cccc(Cl)c4)C(=O)C13)O2 (stereo not given) | 5 | -26% | 1% | -3% | -1 | -10% | -15% | 0% | 3% | -24 | -1%
O=[N+]([O-])c1ccccc1S(=O)(=O)Nc1ccc(S(=O)(=O)N2CCOCC2)cc1 | 6 | -41% | -4% | 0% | 0 | 2% | -1% | 2% | -3% | 14 | 0%
Cc1c(C(=O)NNC(=O)Nc2ccc([N+](=O)[O-])cc2)oc2ccccc12 | 3 | -22% | 2% | 7% | -3 | ? | 5% | 5% | 2% | -6 | 0%
OCCC1CN(Cc2cnc(-c3ccccc3)s2)CCN1CCc1ccccc1 (stereo not given) | 0 | 4% | 2% | -3% | -22 | 6% | 2% | 8% | -3% | 3 | -6%
O=S(Cc1ccccc1)CC(O)(c1ccccc1)c1ccccc1 (stereo not given) | 1 | 13% | -1% | 0% | -13 | 1% | 14% | -2% | -5% | -11 | 0%
Cc1ccc(C2(COC(=O)C(C)C)CO2)c(OC(=O)C(C)C)c1 (stereo not given) | 2 | -7% | 1% | 0% | 1 | 8.9µM* | -1% | 7% | -2% | 13 | 0%
CCOC(=O)CNC(=O)C1COc2ccccc2O1 (stereo not given) | 0 | 18% | 1% | -1% | -6 | 2% | -6% | -5% | 1% | -13 | 0%
CCCc1cc(=O)n2[nH]c(NCc3ccc(OC)cc3)nc2n1 | 9 | -12% | 1% | ? | 22 | -12% | -5% | -2% | -3% | -6 | 3%
Cc1ccc(C2CC(=O)Nc3cc4c(cc32)OCCO4)s1 (stereo not given) | 0 | -17% | 18% | 2% | -1 | 3% | -3% | 4% | 0% | 17 | 21%
CN(CC(=O)Nc1ccccc1Cl)C(=O)COC(=O)CN1C(=O)NC2(CCCC2)C1=O | . | 7% | -3% | 3% | . | -16% | 0% | 0% | 3% | -9 | -4%
O=C(Nc1nccs1)c1ccc2c(c1)C(=O)N(Cc1cccnc1)C2=O | . | ? | -3% | 24µM* | -33 | -7% | 2% | -13% | 1% | -8 | -4%
Cc1nc2cccc(C)n2c(=O)c1Cl | 0 | 23% | 1% | 0% | -6 | 4% | -1% | 5% | 0% | -6 | -5%
Cc1ccc(CNc2ccc3c(c2)OCO3)cc1 | -37* | -12% | . | 24µM* | . | -25% | . | . | . | -5 | .
O=C(Nc1ccc(N2CCOCC2)cc1Cl)C1CCN(C(=O)OCc2ccccc2)CC1 | 1 | 42% | -4% | -2% | 9 | 0% | 13% | -8% | 1% | -2 | -14%
COc1ccc(OC)c(/C=N/NC(=O)CSc2cc(C)nc3c(OC)cccc23)c1 | -2 | -15% | -3% | 0% | 3 | -12% | -9% | -11% | -5% | -26 | -6%
CCc1cccc(C)c1NC(=O)CCN1C(=O)NC(C)(C)C1=O | . | . | 6% | 6% | -3 | . | 3% | -5% | -2% | -1 | -2%
COc1ccc(C2CC(C(F)(F)F)n3nc(C(=O)O)cc3N2)cc1OC (stereo not given) | 5 | -5% | 6% | 1% | 15 | 0% | 0% | . | 1% | 1 | 1%
The listing continues.
SMILES | FBPA coupling cs | RORg inh | Tb PFK block | FLuc modulator | KCNH2 3.1 block | Gal4-VP16 FLuc | Rab9 promoter act | uPA surface inh | NPC1 prom act | Giardia killer | ELG1 genotox
CC(=O)c1cc(C#N)c(SCc2ccccc2)nc1C | 1 | -1% | -1% | ? | 4 | 4% | -2% | -10% | -2% | 20 | ?
CCS(=O)(=O)N1CCN(c2ccc([N+](=O)[O-])c(N3CCOCC3)c2)CC1 | 4 | 45% | -6% | 2% | -10 | -1% | -2% | -2% | 4% | -25 | 4%
COc1ccc(NC(=O)N[C@@H](CCSC)C(=O)O)cc1Cl | 6 | 0% | 0% | 7% | -17 | 0% | 0% | -3% | 2% | -22 | -3%
Cc1ccc(C(=O)O/N=C(\N)c2cccc([N+](=O)[O-])c2)cc1 | -2 | 2% | 1% | 0.19µM* | -7 | -13% | 3.5µM* | . | 3.5µM* | -15 | ?
CCOC(=O)c1c(NC(=O)COc2ncnc3ccccc23)sc(C)c1CC | 1 | 44% | 3% | 6% | 2 | -8% | 0% | -1% | -2% | 11 | 0%
CCN(C(=O)CN1C(=O)NC2(CCCc3ccccc32)C1=O)c1ccc(F)cc1 (stereo not given) | . | . | -5% | 6% | 21 | . | 0% | -1% | 0% | -11 | 0%
N#Cc1ccsc1NC(=O)CN1C(=O)NC2(CCCC2)C1=O | . | . | -20% | ? | . | . | 18% | . | 0% | . | ?
COc1ccc(CCNC(=O)C2c3ccccc3C(=O)N2CCC(C)C)cc1OC (stereo not given) | 2 | -15% | -10% | -1% | -5 | -5% | -1% | -74% | -3% | 10 | 0%
COc1ccccc1CNS(=O)(=O)c1ccc(S(=O)(=O)NC2CC2)cc1 | -1 | 16% | 0% | 3% | 4 | -8% | -1% | 3% | 4% | -9 | -3%
COc1ccc(/C=C/C(O)=C(\C#N)c2nnc(N3CCOCC3)n2-c2ccccc2)cc1OC | 3 | ? | -4% | -11% | -16 | -3% | 7% | -2% | -2% | 32[activator] | 12%
Cn1c(O)c(N=NC(=S)Nc2ccccc2F)c2cc(S(=O)(=O)N3CCOCC3)ccc21 | -3 | 0.32µM* | -3% | 0% | 15 | 2µM* | 0% | -11% | -11% | -1 | 7%
N#Cc1ccc(C23CC4(C2)[C@H](CN(CC2CCCCC2)[C@@H]4c2ccccc2)C3c2ccccc2)cc1 (stereo not given in full) | -2&1 | 23%&2% | -3% | 0% | -18 | 4%&3% | -7% | 17% | -6% | -6 | -1%
CC(OC(=O)C1CC1)C(=O)Nc1cc(Cl)cc(Cl)c1 (stereo not given) | . | . | 0% | . | 11 | . | . | 1% | . | -6 | -4%
Cn1nccc1/C=C(/C#N)S(=O)(=O)c1ccccc1 | -6 | -4% | -3% | 0% | -1 | 8% | 0% | 2% | 1% | -19 | 0%
Cc1cc(N)ccc1-n1c(C)ccc1C | -15 | -18% | -2% | 1% | -8 | 0% | -5% | -2% | 0% | ? | 2%
O=C(NCC(=O)N(c1cccnc1)C(C(=O)NC1CCCC1)c1ccccc1)c1ccco1 (stereo not given) | 2 | -1% | 5% | -1% | -11 | 3% | -3% | 5% | -2% | 8 | -23%
CN(C)c1ccc(C(=O)OCC(=O)Nc2ccc(N3CCOCC3)cc2)cc1 | 1 | 6% | 0% | 5% | 4 | 17% | 4% | -26% | 0% | -15 | ?
COc1cccc(/C=N/NC(=O)c2ccc(OCc3cccc(Br)c3)cc2)c1 | -3 | 14µM* | ? | -11% | -21 | -1% | 5% | -4% | 1% | -11 | 1%
O=C(NCCSCc1c(F)cccc1Cl)c1ccco1 | -6 | -7%[10 µM] | 0% | ? | -3 | ? | 0% | -1% | 11% | 8 | 15%
CSCCC1NC(=O)N(CC(=O)N2CCc3ccccc3C2)C1=O (stereo not given) | . | . | 3% | 0% | 30 | . | -1% | 4% | 5% | -1 | 2%
